Screening results deposited in PubChem by Sanford-Burnham Center for Chemical Genomics.
TAG inh: triacylglycerol accumulation inhibition; H9c2 cells, Nile Red lipid (TAG) fluorescence; cells loaded with 200 µM oleic acid; inhibition, % at 12.5 µM; hit rate 0.66% among 230,000; AID 651582;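 active = pattern-corrected inhibition of lipid staining of at least 50% with the nuclear-stain viability signal not falling by more than 50%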;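 also: 0% = DMSO wells and 100% = triacsin C control wells; some results filed as inactive read as strong as hits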
TAG inh DAPI viability: also measured in TAG inh; calls as there; DAPI nuclei signal change (viability), lower = more cytotoxic, %;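 whole-well DAPI fluorescence read on a plate reader as a viability signal; minus 50 percent equals half of cells still viable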
Active calls of the source: *. Some of the compounds tested; rates above refer to the full screens.

Results follow in this order: TAG inh, TAG inh DAPI viability
C=C(C)Cn1c(C2CC(=O)N(c3ccccc3F)C2)nc2ccccc21 (stereo unspecified)
  -10, -13
CCC(O)(CC)C(=O)N=Nc1c(O)[nH]c2ccccc12
  -6, -2
COc1cccc(-c2cccc(NC(=O)C3CCN(CCCn4cccn4)CC3)c2)c1
  12, -16
CCc1ccc(NC(=O)c2cc(CC(C)C)on2)cc1
  -3, 0
CCc1nc2ccc(C(=O)NCc3ccccc3OC)cn2c1N(C=O)CCC(C)C
  9, -4
O=C(CCNC(=O)c1ccccc1)NCc1ccccc1F
  -8, 1
CC(OC(=O)CN1C(=O)C2CC=CCC2C1=O)C(=O)Nc1ccc(F)cc1Cl (stereo unspecified)
  -4, -9
CSc1nc(C)cc(C)c1S(=O)(=O)c1ccccc1C
  -20, 1
COc1ccc(-c2noc(CCC(=O)NCCN3CCN(c4ccccc4F)CC3)n2)cc1
  -17, 9
Cc1ccc(NC(=O)CN(c2ccccc2)S(=O)(=O)N(C)C)cc1C
  -5, -2
CCCCOc1ccc(C(=O)C(CN2CCOCC2)c2ccccc2)cc1 (stereo unspecified)
  48, -12
O=C(OCc1ccccc1)N1CCC2CC1c1ccc(Cl)cc12 (stereo unspecified)
  9, 1
CC(=O)Nc1ccc(-c2ccnc3c2CC(C(=O)Nc2cccc(C(C)=O)c2)O3)cc1 (stereo unspecified)
  -1, 1
CN1CCN(C(=O)/C=C/c2ccc(Cl)c(Cl)c2)CC1
  15, 3
CCc1ccccc1N(CC)C(=O)CCc1nc(-c2ccc(C)cc2)no1
  13, 3
c1cnc(NCCNc2ncccn2)nc1
  -12, -2
COc1cccc(NC(=O)N(C)C[C@H]2OCc3cnnn3CCCC(=O)N([C@H](C)CO)C[C@@H]2C)c1
  5, -6
CN1CCN(S(=O)(=O)c2ccc(N3CCN(S(=O)(=O)/C=C/c4ccccc4)CC3)nc2)CC1
  -17, 13
Cc1nnc2ccc(N3CCN(C(=O)c4ccccc4)CC3)nn12
  5, -1
c1ccc(-n2ncc3cccnc32)cc1
  11, -5
O=C(O)c1ccc(NS(=O)(=O)c2ccc3c(c2)C2C=CCC2C(c2ccccc2F)N3)cc1 (stereo unspecified)
  -14, 5
Cc1noc(C)c1CSc1nc2ccccc2s1
  10, -2
Cc1ccsc1/C=C1\Oc2cc(O)ccc2C1=O
  -10, 12
COC(=O)c1ccc(N2CCN(C(C)=O)CC2)c(NC(=O)c2cccnc2)c1
  8, -4
OCC[C@@H]1C[C@@H](O)[C@H](O)[C@]2(CCc3ccccc3CO2)O1
  2, -2
Cn1c(SCc2ccccc2)nc(N)c(N=O)c1=O
  25, -9
COC(=O)C1=C(C(=O)OC)[C@@H]2Nc3ccccc3[C@@]23C[C@@H](C(=O)OC)N(C(=O)C2CCC2)C3=N1
  -7, 0
O=C(CSC1CC(=O)N(CC(c2ccccc2)c2ccccc2)C1=O)Nc1ccc(Cl)cc1 (stereo unspecified)
  4, -2
CCCc1cc(C(=O)N(C2CCCCC2)C2CCCCC2)no1
  -5, -6
C[C@@H]1CN([C@H](C)CO)S(=O)(=O)c2ccc(C#C[C@@H](C)O)cc2O[C@@H]1CN(C)Cc1ccc(-c2ccccc2)cc1
  34, 16

Quoted from the listing.
`CN1CCN(C(=O)/C=C/c2ccc(Cl)c(Cl)c2)CC1` @ TAG inh DAPI viability: 3
`O=C(O)c1ccc(NS(=O)(=O)c2ccc3c(c2)C2C=CCC2C(c2ccccc2F)N3)cc1` (stereo unspecified) @ TAG inh DAPI viability: 5
`OCC[C@@H]1C[C@@H](O)[C@H](O)[C@]2(CCc3ccccc3CO2)O1` @ TAG inh DAPI viability: -2
`Cc1nnc2ccc(N3CCN(C(=O)c4ccccc4)CC3)nn12` @ TAG inh DAPI viability: -1
`CC(OC(=O)CN1C(=O)C2CC=CCC2C1=O)C(=O)Nc1ccc(F)cc1Cl` (stereo unspecified) @ TAG inh DAPI viability: -9

(continued)
Results follow in this order: TAG inh, TAG inh DAPI viability
N#Cc1c(N)n(CCNC(=O)c2ccccc2)c2nc3ccccc3nc12
  7, 54
O=C(Nc1ccc(Cl)cn1)C1CCN(S(=O)(=O)c2cccs2)CC1
  12, -5
Cc1cc(C)nc(SCc2ccc(C(=O)N/N=C/c3ccccc3C(=O)O)cc2)n1
  -8, 14
Cc1ccc(CNC(=O)C2CCCN(c3nn4c(=O)cc(C)nc4s3)C2)cc1 (stereo unspecified)
  -2, 6
CCN(CC(=O)Nc1ccc(NC(C)=O)cc1)C(=O)Cc1ccc(S(=O)(=O)N2CCOCC2)s1
  -2, -2
C=CCSc1nc(N)c(C#N)c(-c2ccc(C)cc2)c1C#N
  -3, -3
Cc1n[nH]c(C)c1S(=O)(=O)N(CC(=O)Nc1ccc2c(c1)OCCO2)c1ccc(C(C)C)cc1
  -9, 19
Cn1c(Oc2ccccc2NCc2cc(Br)ccc2O)cc(=O)n(C)c1=O
  -13, 5
Cc1ccc(-c2nc(CN(CC3CCC3)CC3CCCO3)c(C)o2)s1 (stereo unspecified)
  -6, 11
CSc1nnc(Cc2sc(-c3ccccc3)nc2-c2ccccc2)o1
  -20, 14

Compound profiles, from the list above:
Cc1ccc(CNC(=O)C2CCCN(c3nn4c(=O)cc(C)nc4s3)C2)cc1 (stereo unspecified) reads TAG inh = -2; TAG inh DAPI viability = 6
N#Cc1c(N)n(CCNC(=O)c2ccccc2)c2nc3ccccc3nc12 reads TAG inh = 7; TAG inh DAPI viability = 54

Following part.
Results follow in this order: TAG inh, TAG inh DAPI viability
COc1ccc(CCNC(=O)Cn2c(=O)oc3cc(Cl)ccc32)cc1OC
  -13, 4
CC1CCCN(CC(=O)Nc2cc(S(=O)(=O)N3CCOCC3)ccc2N2CCCC2)C1 (stereo unspecified)
  -10, 8
Cc1cc(Cl)ccc1NC(=S)NCCc1ccc(S(N)(=O)=O)cc1
  1, -4
CCOC(=O)c1sc2nc(CN3CCCCC3)nc(Cl)c2c1C
  -4, 6
Cc1ccc(S(=O)(=O)Nc2ccc3nc(-c4cccn4C)[nH]c3c2)cc1
  6, -1
O=C(COC(=O)c1cccc(NS(=O)(=O)c2ccc(F)c(F)c2)c1)NC(=O)NC1CCCC1
  -3, -5
c1ccc(CN2CCC3(CC2)Nc2ccccc2S3)cc1
  -9, 7
CCN(C(=O)COC(=O)c1ccc(C)c(S(=O)(=O)N2CCCCC2)c1)C1CCS(=O)(=O)C1 (stereo unspecified)
  9, -6
Cc1sc2nc(SCC(=O)N(CCO)CCO)nc(N)c2c1C
  5, 8
Cc1cccc(NC(=O)c2ccccn2)c1C
  -23, 15
O=C(O)c1ccc(OCCn2ccnc2)cc1
  2, 11
Cc1cc([N+](=O)[O-])nn1CC(=O)N/N=C/c1ccccc1O
  24, -17
N#Cc1cccnc1N1CCC(C(N)=O)CC1
  -1, -4
O=C(O)c1cc(-c2ccccc2)n(-c2ccc(Cl)cc2)n1
  -3, 10
COc1ccc(NC(=O)c2cc(S(=O)(=O)N3CCS(=O)(=O)CC3)ccc2Cl)cc1
  4, -4
COc1ccc2[nH]c(C(=O)Nc3cccc(C)n3)cc2c1
  -12, 14
OC1CCCN(CC(O)COC(c2ccccc2)c2ccccc2)C1 (stereo unspecified)
  4, 5
Cc1cc2c(cc1S(=O)(=O)CCC(=O)NCCc1ccccc1)OCC(=O)N2
  12, -14
CN(C)CCCNc1ccc(-c2n[nH]c(=O)c3ccccc23)cc1[N+](=O)[O-]
  2, 0
COc1ccc(CNC(=O)N2CCN(c3ccc(F)cc3)CC2)cc1
  -8, -3
C/C(CC(=O)Nc1cccc(Cl)c1C)=N\NC(=O)Cc1csc(N)n1
  -7, 1
O=C(Nc1ccc(Cl)c(Cl)c1)N1CCSCC1
  7, -8
COc1ccccc1NC(=O)N(C)C[C@@H]1OCc2cnnn2CCCC(=O)N([C@@H](C)CO)C[C@H]1C
  -14, 6
COc1ccc(Oc2nc3c(c(=O)n(C)c(=O)n3C)n2C)cc1
  -32, -10
CC(C)=CCCC(C)CN1CCC(n2nccc2NC(=O)C2CCCC2)CC1 (stereo unspecified)
  6, 1
CCOc1cc(C2C(C(=O)OCC(C)C)=C(C)N=C3SCCC(=O)N32)ccc1OC(C)=O (stereo unspecified)
  0, -13
CCOc1ccc(CCNC(=O)c2nnc(Cc3ccc(F)cc3)o2)cc1OCC
  31, 5
CCCCCCn1c(N2CCC(C(N)=O)CC2)nc2c1c(=O)n(C)c(=O)n2C
  -35, 4
CC(C)(CNS(C)(=O)=O)SCc1ccc(Cl)cc1
  0, -6
COC(=O)c1ccc(NC(=O)CSCc2ccccc2)cc1
  -3, 3
CCN(CC(=O)NC1CC1)S(=O)(=O)c1ccc(OC)cc1
  -8, -3
CCOc1ccc(NC(=O)CN(C)C(=O)C2CCN(C(=O)Nc3ccccc3)CC2)cc1OCC
  28, -1
Cc1ccc([C@H]2C[C@@H](O)[C@H](n3cc(C4CC4)nn3)CN2Cc2cccs2)cc1
  4, -3
CCn1c(SCc2nc(-c3ccc(Cl)cc3)no2)nnc1-c1ccco1
  2, -7
O=C(CSc1nnc(COc2cccc3ccccc23)o1)N1c2ccccc2CCc2ccccc21
  -3, -7
O=C(NCc1cccs1)C1CCC(=O)N(Cc2cccc(C(F)(F)F)c2)C1 (stereo unspecified)
  9, 1
COc1ccc(C2CC(c3cccc(Cl)c3)n3nc(N)nc3N2)cc1 (stereo unspecified)
  -1, 20
COC(=O)c1ccc(-c2noc(CN(Cc3ccncc3)CC3CCCO3)n2)cc1 (stereo unspecified)
  -10, 3
COCC1CCN(c2nc3nonc3nc2N2CCSCC2)C1 (stereo unspecified)
  -8, 17
O=C(COC(=O)c1ccc(S(=O)(=O)C(F)F)cc1)Nc1cccnc1Cl
  9, -5
COc1cccc(NC(=O)CN(C)C(=O)/C=C/c2cn(-c3ccccc3)nc2-c2ccc(C)cc2)c1
  40, -2
COc1ccc(-n2c(=S)[nH]c3cc(C(=O)NCCCN4CCOCC4)ccc3c2=O)c(OC)c1
  9, -8
C[C@H](CO)N1C[C@H](C)[C@@H](CN(C)Cc2cccnc2)Oc2ncc(-c3cccc(C#N)c3)cc2C1=O
  -9, -2
O=C(Oc1oc(-c2ccco2)nc1C=Nc1ccc(Cl)cc1)c1ccco1
  -26, 5
COc1cccc(N2CCN(C(=O)c3cccc(S(=O)(=O)N4CCCC4)c3)CC2)c1
  -6, 0
Cc1cc(NC(=O)c2cccc3ccccc23)cc(C)c1OCC(=O)N1CCOCC1
  44, -7
COc1ccc(NC(=O)NC2CCCCCCC2)c(OC)c1
  -29, 1
CCOC(=O)C1=C(CN2c3ccccc3CC2C)NC(=O)NC1c1ccccc1 (stereo unspecified)
  16, -14
COc1cc(S(=O)(=O)N2CCOCC2)ccc1F
  -18, 6
COC(=O)c1ccc(-n2c(C)cc(/C=N/n3cnnc3)c2C)cc1
  -11, 20

Random excerpt: 2 compounds from above.
Results follow in this order: TAG inh, TAG inh DAPI viability
COC(=O)c1ccc(-n2c(C)cc(/C=N/n3cnnc3)c2C)cc1
  -11, 20
COc1cccc(NC(=O)CN(C)C(=O)/C=C/c2cn(-c3ccccc3)nc2-c2ccc(C)cc2)c1
  40, -2

(more compounds)
Results follow in this order: TAG inh, TAG inh DAPI viability
O=[N+]([O-])c1ccc(-c2nc3ccc([N+](=O)[O-])cc3[nH]2)cc1
  -40, -3
Nn1c(SCC(=O)NC2CCCCC2)nnc1-c1ccco1
  -8, 10
O=C(c1cccnc1)N1N=C(c2cccs2)CC1c1ccc(F)cc1 (stereo unspecified)
  10, 2
COc1ccc(OCc2nn3c(-c4cccc(OC)c4)nnc3s2)cc1
  -13, -4
CCCN(CCC)C(=O)CSc1nc2ccccc2c(=O)n1C1CCCC1
  -12, -6
O=C(NCC1CCCO1)c1ccc2c(=O)n(-c3ccccc3)c(=S)[nH]c2c1 (stereo unspecified)
  -4, 9
O=S(=O)(NCc1cccnc1)c1cccn1-c1ncc(C(F)(F)F)cc1Cl
  -12, 5
O=C(OCC(=O)N1CCCC1)c1ccccc1C(=O)c1ccccc1
  -26, 1
Cc1cc2oc(C(=O)Nc3ccc(S(=O)(=O)N4CCCC(C)C4)cc3)cc(=O)c2cc1Cl (stereo unspecified)
  -5, 9
O=C1C(C=Nc2ccc(F)cc2)=C(O)c2ccccc21
  12, -10
COc1ccc(C2C3=C(CC(C)(C)CC3=O)OC(N)=C2[N+](=O)[O-])cc1 (stereo unspecified)
  0, 7
Cc1ccc(NC(=O)c2cc(NC(=O)CCCC(=O)O)ccc2Cl)cc1Cl
  7, -1
O=C(CCN1C(=O)c2ccccc2C1=O)N1CCCCCC1
  8, -6
COc1ccccc1OCC#CCNC1CCCCC1C (stereo unspecified)
  -11, -5
COc1ccc(C(C)(C)C)cc1NC(=O)C1CCCO1 (stereo unspecified)
  2, -7
CCOC(=O)C1(CC2CCCCO2)CCN(S(=O)(=O)c2ccccc2)CC1 (stereo unspecified)
  -4, -2
O=C1CC(c2ccccc2)=NN1c1nc(-c2ccccc2)cs1
  9, 0
CC1=C(C(=O)OCC(C)C)C(c2ccccc2Cl)NC(=O)N1C (stereo unspecified)
  1, -7
Cc1nc2cc(NC(=O)Nc3ccc(Br)cc3)ccc2o1
  -5, -2
CCOC(=O)c1c(-c2ccccc2)csc1NC(=S)NC
  12, -4
COC(=O)C(C)N1C(=O)S/C(=C\c2cc(C)n(-c3ccccn3)c2C)C1=O (stereo unspecified)
  8, -5
Cc1ccc(CNC(=O)CCc2nc(-c3cccs3)no2)cc1
  8, 7
O=C(C[C@H]1C/C=C\C[C@H](Cc2ccc(F)cc2)C(=O)OC[C@@H]2CCCN2C1=O)N[C@H](CO)Cc1ccccc1
  1, -12
